# E coli WT inh – blocks growth of wild type E. coli BW25113; inhibition, % at 10 µM; E. coli BW25113 growth inhibition, OD600; 20,000 compounds, 0.05% hits; in the data active means inhibition above about 40%;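 further: bacteria exposed to compound for 20 hours at 37 °C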
#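 System: bacterial strain in a whole-cell growth screen; medium: LB broth with 50 µg/mL kanamycin; detection: absorbance at 615 nm; schedule: 20 h exposure, 37 °C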
# * = called active by the depositor. The list is partial; rates above refer to the full screens.
SMILES,E coli WT inh
Cc1cc(C)nc(SCc2nnc(SCC(=O)Nc3ncc(C)s3)n2Cc2ccco2)n1,-4
Cc1cc(C)nc(N(C#N)CC(=O)c2ccccc2)n1,-20
OC(COc1ccc2ccccc2c1)CN1CCOCC1 (configuration not stated),3
O=C(CSc1nnc(COc2ccccc2)o1)N1CCN(c2ccccc2)CC1,-25
CCOc1ccc(CSC(CC(=O)O)C(=O)O)cc1 (configuration not stated),-4
COCc1ccccc1Cn1cnc2c1c(=O)n(C)c(=O)n2C,-2
O=c1c2cc(Cl)ccc2[nH]c(=S)n1Cc1ccco1,-5
O=C(NCc1ccco1)c1cccc(S(=O)(=O)N2CCCCC2)c1,-6
O=C(c1ccc(F)cc1)N1CCN(Cc2ccccc2Br)CC1,1
Cc1cccc(OCCCC(=O)O)c1,-6
CCS(=O)(=O)N1CCC(C(=O)NCCc2ccc(C)cc2)CC1,6
COC(=O)C1=C(C)NC2=C(C(=O)c3ccccc32)C1c1ccc(-c2ccc(C(=O)O)cc2)o1 (configuration not stated),-16
Cc1cccc(-n2ncc3c(N4CCC5(CC4)OCCO5)ncnc32)c1,10
Cc1cc(NS(=O)(=O)c2ccc(Cl)cc2)nn1CC(=O)NCc1ccco1,-19
CCn1c(SC)nnc1-c1sc2cc(Cl)ccc2c1Cl,-13
C=C(C)CN1C(=O)C(O)(CC(=O)c2ccc3c(c2)OCCO3)c2ccccc21 (configuration not stated),-15
C[N+]12CCC(CC1)C(OC(=O)C(O)(c1ccccc1)c1ccccc1)C2 (configuration not stated),4
Cc1ccc2c(COn3nnc4ccc(S(=O)(=O)N(C)C)cc43)cc(=O)oc2c1C,10
CCn1c(NCc2ccc(N(C)C)cc2)nc2ccccc21,1
CCOc1c(Cl)cc(C(=O)NCCN2CCCCC2)cc1Cl,-13
Cc1ccc(-c2noc(C3CCCN(C(=O)c4ccc(F)cc4F)C3)n2)cc1 (configuration not stated),1
CCCCCC1CC(CC#CCN2CCOCC2)C(=O)O1 (configuration not stated),-3
O=C(O)CCC1COc2ccccc2O1 (configuration not stated),-13
Cc1nc2cc(N3CCCCC3)c(NC(=O)c3cccnc3)cc2c(=O)n1Cc1ccccc1,6
O=C(CCCOc1ccc(Cl)cc1Cl)N1CCN(c2ccccn2)CC1,4
# Later entries.
SMILES,E coli WT inh
O=C(O)c1cc2cc(F)ccc2[nH]1,-2
COc1ccccc1NS(=O)(=O)c1ccc(O)c(C(N)=O)c1,-18
CCn1c(COc2ccccc2C(N)=O)nc2ccccc21,4
O=C(OC1CCc2ccccc2C1=O)c1ccccc1O (configuration not stated),-3
O=C(Nc1cccc(NC(=O)C2CC3CCCC(C2)C3=O)n1)C1CC2CCCC(C1)C2=O (configuration not stated),-17
CCn1c(SCC(=O)N2CCc3ccccc32)nnc1-c1ccncc1,-15
COC(=O)c1ccccc1NC(=O)c1ccc(COc2ccccc2)o1,-2
COc1ccc(-c2cc(C(F)(F)F)nc(N3CCN(c4ccc(F)cc4)CC3)n2)cc1OC,6
CCn1cc(S(=O)(=O)CC(=O)Nc2ccc(OC)cc2)c2ccccc21,-5
CS(=O)(=O)N1CCCC(C(=O)NCc2ccccc2Cl)C1 (configuration not stated),5
CC(C)(C)C(=O)Cn1c[n+](N)cn1,3
CSc1nc(-c2ccccc2)nc2c1COC(C)(C)C2,-21
N#Cc1c(NC(=O)CSc2nnnn2C2CCCC2)sc2c1CCCC2,10
O=C(O)C1CC=CCC1C(=O)Nc1ccc(S(=O)(=O)N2CCCc3ccccc32)cc1 (configuration not stated),-6
O=C(Nc1ccccn1)c1cc(-n2cnnc2)ccc1Cl,-11
Cc1ccc(S(=O)(=O)CC(c2ccccc2)N2CCOCC2)cc1 (configuration not stated),-10
CCCCc1noc2c1/C(=N\O)CC(c1ccccc1)C2 (configuration not stated),-1
O=C(c1ccc(Cl)cc1)N1CCCCC(Sc2nnc(-c3ccc4c(c3)OCO4)o2)C1=O (configuration not stated),14
CSc1nc(N)nc(SCCS(=O)(=O)c2ccc(Cl)cc2)c1C#N,-8
O=c1[nH]c2c(s1)C(c1ccco1)C1C3CCC(C3)C1S2 (configuration not stated),-2
O=C(NCc1ccco1)c1ccc2c(c1)C(=O)c1ccccc1-2,-13
O=C(Nc1cc(C(F)(F)F)ccc1N1CCOCC1)c1cccnc1,-12
CCOC(=O)N1CCC(NC(=O)c2ccc3c(c2)N(C)CCS3)CC1,-1
COc1ccccc1S(=O)(=O)n1cc(Cc2ccccc2)c(N)n1,-8
CCc1cc(=O)oc2cc(OC(C)=O)cc(OC(C)=O)c12,6

# In the list so far, 14 have a halogen:
SMILES,E coli WT inh
O=c1c2cc(Cl)ccc2[nH]c(=S)n1Cc1ccco1,-5
O=C(c1ccc(F)cc1)N1CCN(Cc2ccccc2Br)CC1,1
Cc1cc(NS(=O)(=O)c2ccc(Cl)cc2)nn1CC(=O)NCc1ccco1,-19
CCn1c(SC)nnc1-c1sc2cc(Cl)ccc2c1Cl,-13
CCOc1c(Cl)cc(C(=O)NCCN2CCCCC2)cc1Cl,-13
Cc1ccc(-c2noc(C3CCCN(C(=O)c4ccc(F)cc4F)C3)n2)cc1 (configuration not stated),1
O=C(CCCOc1ccc(Cl)cc1Cl)N1CCN(c2ccccn2)CC1,4
O=C(O)c1cc2cc(F)ccc2[nH]1,-2
COc1ccc(-c2cc(C(F)(F)F)nc(N3CCN(c4ccc(F)cc4)CC3)n2)cc1OC,6
CS(=O)(=O)N1CCCC(C(=O)NCc2ccccc2Cl)C1 (configuration not stated),5
O=C(Nc1ccccn1)c1cc(-n2cnnc2)ccc1Cl,-11
O=C(c1ccc(Cl)cc1)N1CCCCC(Sc2nnc(-c3ccc4c(c3)OCO4)o2)C1=O (configuration not stated),14
CSc1nc(N)nc(SCCS(=O)(=O)c2ccc(Cl)cc2)c1C#N,-8
O=C(Nc1cc(C(F)(F)F)ccc1N1CCOCC1)c1cccnc1,-12

# (next part)
SMILES,E coli WT inh
O=C1CC(N2CCN(c3ccccc3)CC2)C(=O)N1c1ccc2c(c1)OCCO2 (configuration not stated),-12
O=C(c1ccccc1Cl)N1CCc2ccccc2C1,-7
CCN(CCCNC(=O)COc1cc(=O)n(CC)c2ccccc12)c1ccccc1,3
O=C(CN1C(=O)c2ccccc2S1(=O)=O)NCc1ccccc1Cl,1
COC(=O)c1c(NC(=O)c2ccc(Br)s2)sc2c1CCC2,-13
CC1CCN(c2oc(-c3ccccc3F)nc2C#N)CC1,5
O=C(COc1nnc2ccccn12)N1CCN(S(=O)(=O)c2ccccc2)CC1,-5
COc1cccc(NC(=O)N2CCCC2C(=O)NC(C)C)c1 (configuration not stated),-2
CCOC(=O)c1cc(NC(=O)c2c(C)noc2C)cc(C(=O)OCC)c1,-14
COC(=O)C1=C(C)N(Cc2ccco2)C(=O)C1,-10
O=C(Nc1ccc(S(=O)(=O)NCCc2ccccc2)cc1)c1ccc(Br)o1,-5
CCCC(=O)Nc1nnc(Sc2ccc(N(C)C)cc2)s1,6
O=C(CSc1nccc(=O)[nH]1)Nc1ccc(Br)c(Cl)c1,-33
O=c1ccc2cc3c([nH]c4ccc(Br)cc43)oc-2c1O,-1
CCOc1ccc(-c2nc(C#N)c(NCc3ccc4c(c3)OCO4)o2)cc1,-4
O=C(CSc1nc2ccccc2nc1SCC(=O)N1CCOCC1)N1CCOCC1,2
O=C(Nc1ccc2c(c1)OCO2)N1CCN(C/C=C/c2ccccc2)CC1,-30
CCN(CC)CCCN1C(=O)C(=O)/C(=C(/O)c2ccc(C)cc2)C1c1ccccn1 (configuration not stated),4
COc1ccc(C2C(C(=O)c3sc(C)nc3C)=C(O)C(=O)N2CCN(C)C)cc1 (configuration not stated),-2
[O-][n+]1onc2c1CCc1nnc(-c3ccccc3)cc1-2,-2
Nc1c(C(=O)NCCN2CCOCC2)c2nc3ccccc3nc2n1-c1ccc2c(c1)OCO2,4
COC(=O)c1cc(S(=O)(=O)N2CCOCC2)c(N2CCOCC2)cc1N1CCOCC1,-4
Cc1cnc(NC(=O)CSc2nc3ccccc3c(=O)[nH]2)s1,3
CCOc1ccc2nc(N3CCOCC3)nc(C)c2c1,-9
COC(=O)c1cc(Cl)c(NC(=O)c2ccco2)cc1OC,-19

# Molecules shown so far containing two or more sulfur atoms, in the order listed:
SMILES,E coli WT inh
Cc1cc(C)nc(SCc2nnc(SCC(=O)Nc3ncc(C)s3)n2Cc2ccco2)n1,-4
CCn1c(SC)nnc1-c1sc2cc(Cl)ccc2c1Cl,-13
N#Cc1c(NC(=O)CSc2nnnn2C2CCCC2)sc2c1CCCC2,10
CSc1nc(N)nc(SCCS(=O)(=O)c2ccc(Cl)cc2)c1C#N,-8
O=c1[nH]c2c(s1)C(c1ccco1)C1C3CCC(C3)C1S2 (configuration not stated),-2
COC(=O)c1c(NC(=O)c2ccc(Br)s2)sc2c1CCC2,-13
CCCC(=O)Nc1nnc(Sc2ccc(N(C)C)cc2)s1,6
O=C(CSc1nc2ccccc2nc1SCC(=O)N1CCOCC1)N1CCOCC1,2
Cc1cnc(NC(=O)CSc2nc3ccccc3c(=O)[nH]2)s1,3

# (further entries)
SMILES,E coli WT inh
CCOC(=O)Cc1nnc(NC(=O)c2ccccc2OCC)s1,6
Cn1c(=O)c2nc(Cl)n(Cc3ccc(Cl)cc3Cl)c2n(C)c1=O,-3
O=C(NCc1cccnc1)C1CCCN(S(=O)(=O)c2ccccc2)C1 (configuration not stated),-14
CN(CCC#N)C(=O)COC(=O)c1ccc(Cl)c(S(N)(=O)=O)c1,6
COc1ccc(Cl)cc1S(=O)(=O)n1cnc2ccccc21,4
Cc1c(C(Nc2ccccn2)c2ccc(Cl)cc2)c(=O)n(-c2ccccc2)n1C (configuration not stated),-18
c1ccc2c(c1)ccc1nnc(-c3ccc4c(c3)OCO4)n12,8
Cn1cc(NC(=O)c2cc(NC(=O)c3cc(NC=O)cn3C)cn2C)cc1C(=O)NCCC(=N)N,-5
COc1cc(C2c3c(n[nH]c3C)C(=O)N2c2ccc(C)cc2)ccc1O (configuration not stated),5
O=C(O)c1cc2nc(-c3ccc(F)cc3)cc(C(F)(F)F)n2n1,3
CCn1c(CSc2nc(C)cc(C)n2)nnc1SCC(=O)Nc1ccccc1,0
CCOC(=O)c1cc2ccc(OC(=O)c3ccco3)cc2oc1=O,-19
COc1ccccc1C(=O)n1nc(-c2ccccc2)nc1N,-5
CCOC(=O)c1cc(CC)sc1NC(=O)CCC(=O)O,-2
CSc1cccc(NC(=O)C2CCCN2S(=O)(=O)c2ccc3c(c2)CCC(=O)N3)c1 (configuration not stated),-4
Nc1c(C(=O)c2ccc(F)cc2)oc2ccccc12,-18
Cc1nnc(NC(=O)CSc2nnc(-c3ccc(S(=O)(=O)N4CCCC4)cc3)n2C)s1,2
COC(=O)C1(C#N)C(c2ccccc2)C1(C(=O)OC)C(=O)OC (configuration not stated),-2
Cc1cc(NC(=O)CSc2nnc(COc3cccc(C)c3C)n2Cc2ccco2)no1,6
CCC(C(=O)NC(C)CCc1ccco1)n1nc(C)n2c(cc3occc32)c1=O (configuration not stated),5
COC(=O)c1ccc(CSc2nc(-c3ccco3)cc(C(F)(F)F)n2)o1,8
Cc1cc(=O)cc(C)n1-c1ccccc1N1CCOCC1,-20
Cc1cccc(NC(=O)c2ccc(S(=O)(=O)N(C)C)cc2)n1,7
CCN(CC)C(=O)CSc1nc2sc(C)c(C)c2c(=O)[nH]1,-14
Cn1c(-c2ccccc2)cnc1SCC(N)=O,-24
# Additional structures follow.
SMILES,E coli WT inh
COc1cc(OC)cc(-n2nnnc2SCC(=O)NCc2ccc3c(c2)OCO3)c1,-18
O=C(CCCC(=O)N(CC(=O)NC1CCCCC1)Cc1ccc2c(c1)OCO2)Nc1ccccn1,0
CCOC(=O)C1CCCN(C(=O)c2cc3nc(-c4cccc(OC)c4)cc(C(F)(F)F)n3n2)C1 (configuration not stated),3
O=C(NCc1cccs1)c1cc2c(s1)CCCC2,14
COc1ccc(NC(=O)c2sc(SC)nc2N)cc1,-14
O=C(CCN1C(=O)c2ccccc2C1=O)Nc1ccc(-c2nc3ccccc3o2)cc1,-21
CC(C)C(=O)Nc1cccc(NC(=O)c2cccnc2)c1,-6
O=C(COC(=O)c1ccc(NS(=O)(=O)c2ccc3c(c2)OCCO3)cc1)NCC1CCCO1 (configuration not stated),7
CCn1nnnc1-c1ccc(OC)c(S(=O)(=O)Nc2ccc(C(=O)OC)cc2)c1,-24
Cn1cc(CN2CCc3ccccc3C2)c2ccccc21,-2
O=C(Nc1ccc(F)cc1F)NC1CC(=O)N(Cc2ccccc2)C1 (configuration not stated),1
O=C(NCc1cccnc1)Nc1ccc(F)cc1F,2
COc1ccc(S(=O)(=O)N2CCC(C(=O)c3ccc4c(c3)OCCO4)CC2)cc1,17
Cc1cc(=O)[nH]c(SCC(=O)Nc2nnc(CC(C)C)s2)n1,-25
O=C(O)c1ccc(COc2c(F)c(F)cc(F)c2F)cc1,-9
CCNC(=O)CC1C(=O)N(c2ccccc2)C(=O)N1Cc1ccc(OC)cc1 (configuration not stated),3
O=C(NCc1cccs1)c1ccncc1,-16
O=C1CC(N2CCN(c3ccccc3Cl)CC2)C(=O)N1c1cccc(F)c1 (configuration not stated),-25
O=C(CSc1ccc(Cl)cc1)N1CCOCC1,-1
CC(=O)c1cccc(NC(=O)COc2ccccc2)c1,-15
Cc1ccc(OCCn2nc3ccccc3n2)c(C)c1,-6
Cc1cc2c(cc(C(=O)OCC(=O)NCc3cccs3)n2C(C)C)o1,-2
Cc1nc(CN2CCN(C(=O)NC3(c4ccccc4)CC3)CC2)cs1,3
COc1ccc(Cl)cc1NC(=O)CN(C1CCCCC1)S(C)(=O)=O,-31
CCn1cc(/C=C(/C#N)S(=O)(=O)c2ccccc2)cn1,-10
# Next section
SMILES,E coli WT inh
Cc1ccc(S(=O)(=O)NCC(=O)NC2CCCCCC2)cc1,3
Cc1cc2c3c(c1)C1(C(=O)N3C(C)(C)CC2C)C(C#N)=C(N)Oc2n[nH]c(C)c21 (configuration not stated),-13
CC(c1ccco1)N(C(=O)COc1ccc(Cl)cc1Cl)c1ccccn1 (configuration not stated),0
CS(=O)(=O)N1CCN(C(=O)C(Sc2ccccc2)c2ccccc2)CC1 (configuration not stated),-21
COc1ccccc1NC(=O)CSc1nnc(-c2ccncc2)n1CC1CCCO1 (configuration not stated),8
O=C(c1cccs1)c1cn(CC(=O)N2CCc3ccccc3C2)c2ccccc12,-3

# Screening data (PubChem BioAssay)
